# All columns: NCI-60 one-dose screen, growth in % after 48 h at 10 µM unless noted; 100 = growth as untreated, 0 = no growth, -100 = all killed.
# BT-549: BT-549 breast cancer | actives 4.4% (n = 78,000)
# SR: SR leukemia cells. actives 8.7% (n = 73,000)
# T-47D: T-47D breast cancer | actives 5% (n = 79,000)
# K-562: K-562 leukemia. actives 7.4% (n = 78,000)
# MDA-MB-468: MDA-MB-468 breast cancer. AID 2202374. actives 8.5% (n = 78,000)
# HS 578T: HS 578T breast cancer; actives 4.1% (n = 78,000); AID 1794788
# MCF7: MCF7 breast cancer; AID 1794796; actives 6.3% (n = 82,000)
# MDA-MB-231: MDA-MB-231 breast cancer. AID 1794789. actives 5% (n = 81,000)
# * hit, by the source's call; . = no result given; & = joins results of further samples. Rule for the calls: active = growth percent below 10; inactive = the rest. Compounds were not picked by outcome; 14% or so of the library scored in one or more.
# Preview:
Compound	BT-549	SR	T-47D	K-562	MDA-MB-468	HS 578T	MCF7	MDA-MB-231
COc1ccc2occ(C3=C(c4cn(CCN)c5ccccc45)C(=O)NC3=O)c2c1	46	30	58	34	41	61	44	65
COc1ccccc1C1OC2=C(Nc3ccc(Cl)cc3N2)C1=O (configuration not stated)	91	83	70	76	73	76	89	88

# This part in full, repeating the preview:
Compound	BT-549	SR	T-47D	K-562	MDA-MB-468	HS 578T	MCF7	MDA-MB-231
COc1ccc2occ(C3=C(c4cn(CCN)c5ccccc45)C(=O)NC3=O)c2c1	46	30	58	34	41	61	44	65
COc1ccccc1C1OC2=C(Nc3ccc(Cl)cc3N2)C1=O (configuration not stated)	91	83	70	76	73	76	89	88
COc1cccc(NC(=O)Cn2cc3c(=O)oc4ccccc4c3n2)c1	94	110	.	103	101	104	88	97
CCn1cccc1	106	99	94	105	.	101	106	99
COC(=O)[C@@H](NC1CCN(C(=O)OC(C)(C)C)CC1)c1ccccc1	110	88	109	125	103	108	99	99
Cc1ccc(S(=O)(=O)NC(=O)NNC(=O)C(=O)Nc2ccc(F)cc2)cc1	108	94	96	94	104	113	93	111
C=CN(C(=O)N1CCN(c2cc3c(cc2F)c(=O)c(C(=O)O)cn3C2CC2)CC1)c1nc(-c2ccc(Br)cc2)cs1	97	87	85	86	93	97	104	92
Cc1ccc2cccnc2c1	99	114	99	101	112	106	100	106
Nc1c(S(=O)(=O)O)ccc2c1C(=O)c1ccccc1C2=O	102	106	89	122	107	104	99	105
Cc1cccc(C2(O)CCCCC2)c1	99	.	107	96	108	95	96	98
Cc1cc2ccccc2cc1Br	113	86	98	94	102	.	103	119
COc1cc2c(cc1OC)/C(=N\O)CCCC2	119	90	102	88	105	103	112	110
NS(=O)(=O)c1ccc(Nc2ccnc(SCC(=O)c3ccc(C(F)(F)F)cc3)n2)cc1	87	.	69	96	88	96	89	112
O=C1CC(C(=O)O)C(c2ccccc2)c2ccccc21 (configuration not stated)	93&103	124&95	97&101	134&107	117&109	99&107	106&101	97&107
Nc1ccc(C(=O)Oc2ccc([N+](=O)[O-])cc2)cc1	88	67	99	102	106	128	96	99
NC1=NC(c2ccccc2OCc2ccccc2)n2c(nc3ccccc32)N1 (configuration not stated)	124	.	98	92	113	107	88	87
CC1=NC(c2ccc(Cl)cc2)C2=C(N1)/C(=C/c1ccc(Cl)cc1)CCC2 (configuration not stated)	66	.	82	77	76	98	31	107
O=C1Nc2ccccc2C2/C(=C(/I)C3=CCCCC3)CCCN12 (configuration not stated)	107	92	91	.	98	98	96	99
CCC/C=C/C=N/N1C(=S)N(c2ccccc2)[C@]23OC(N)=C(C#N)[C@]12C(=O)c1ccccc13	100	102	79	87	106	85	89	74
COc1ccc(/C=N/N=C(N)/C(N)=N/N=C/c2ccc(OC)c(S(=O)(=O)O)c2)cc1S(=O)(=O)O	104	104	90	94	95	97	98	97

# Limited to MDA-MB-468, for 3 of the compounds above:
Structure	MDA-MB-468
COc1cc2c(cc1OC)/C(=N\O)CCCC2	105
NS(=O)(=O)c1ccc(Nc2ccnc(SCC(=O)c3ccc(C(F)(F)F)cc3)n2)cc1	88
O=C1CC(C(=O)O)C(c2ccccc2)c2ccccc21 (configuration not stated)	117&109

# More results
Compound	BT-549	SR	T-47D	K-562	MDA-MB-468	HS 578T	MCF7	MDA-MB-231
Cn1cc(/C=C2\C(=O)N(CCCCn3c4ccccc4c(=O)c4ccccc43)c3ccccc32)c2ccccc21	98	79	85	87	105	95	81	67
COc1ccc(C2=C/C(=C\c3ccc(Cl)cc3)C(=O)N2/N=C/c2ccc(Cl)cc2)cc1	101	88	82	89	94	91	85	89
O=C(c1cccc(O)c1)C1C(c2ccc(Br)cc2)C2CCCN2C12C(=O)c1ccccc1C2=O (configuration not stated)	108	53	68	90	103	91	85	98
CCCCC[C@H](O)c1ccccc1[C@@H]1O[C@@H](CCC(=O)OC)[C@H](O)[C@H]1I	97	95	93	101	85	98	92	88
COc1ccc(-c2cc(-c3cccnc3)nc(S(=O)(=O)CC(N)=O)c2C#N)cc1OC	94	108	73	106	103	102	96	93
CCCCCCNC(=O)Oc1ccc(/C(=C(\C)c2ccc(Cl)cc2)c2ccc(OCCN(CC)CC)cc2)cc1	83	-11*	40	2.7*	52	68	25	65
Cc1ccccc1NC(=O)CSC#N	102	97	85	99	115	101	97	96
CCOC(=O)c1nnn(Cc2cc(=O)oc3ccc(C)cc23)c1C	113	92	98	89	96	93	100	96
O=C(O)c1ccc(S(=O)(=O)O)cc1	121	.	106	114	103	88	96	107
Cc1cccc(C)c1NC(=O)C(C)C	106	97	98	97	95	116	93	113
CC(Cc1ccccc1)NN(CS(=O)(=O)O)CS(=O)(=O)O (configuration not stated)	95	95	83	84	112	102	102	96
NCCOc1nc(Cl)nc(Nc2ccc(N3CCOCC3=O)cc2)n1	104	100	87	110	101	112	91	108
Cc1ccc2c(n1)C(=O)C(Oc1ccc(C#N)cc1)=CC2=O	91	80	87	88	89	108	80	116
COc1ccc(CNc2c3ccccc3nc3ccc(OC)cc23)cc1	43	-16*	34	0.3*	-15*	26	-30*	24
C[C@@H]1C[C@@H]([C@@H](CC2CC(=O)NC(=O)C2)OC(=O)CC(=O)c2ccccc2)C(=O)[C@@H](C)C1	15	31	-2.6*	18	11	19	15	18
CCN(CC)CCN1C(=O)c2cccc3c(-c4ccc5c(c4)ncn5C4CCCCC4)ccc(c23)C1=O	4.6*	-14*	-9.2*	-14*	-6.3*	.	-7.0*	12
COc1cccc(-c2cc3cnc4ccccc4c3oc2=O)c1	106	96	80	77	111	101	95	101
COc1ccc(NC(=O)Nc2ccc(OCC(=O)N=Nc3c(O)[nH]c4ccccc34)cc2)cc1	.	.	107	.	118	113	100	100
O=C1CCc2c(sc3[nH]c(=S)n(-c4ccc(Cl)cc4)c(=O)c23)C1	90	92	83	102	106	108	97	103
CCCCCCCCCCCCCCC1(C(=O)O)CCOC1=O (configuration not stated)	111	92	105	94	111	112	97	134

# The list goes on:
# Each structure is followed by: BT-549 | SR | T-47D | K-562 | MDA-MB-468 | HS 578T | MCF7 | MDA-MB-231
NS(=O)(=O)c1ccc(NC(=O)C(=O)C(O)C(O)C(O)CO)cc1 (configuration not stated)
  100 | 115 | 98 | 112 | 112 | 119 | 100 | 103
CC(C)(C)n1cc(-c2ccnc(NCCCNS(=O)(=O)c3ccccc3)c2)c(-c2cccc(O)c2)n1
  47 | 21 | 24 | 4.9* | 9.5* | 51 | 25 | 39
Cc1ccc2c(c1)/C(=N/c1nc(-c3ccccc3Cl)cs1)C(=O)N2
  103 | 95 | 108 | 89 | 97 | 97 | 101 | 86
C/C=C/C(=O)OCCN1CCN(C(=O)/C=C/C)CC1
  107 | 95 | 103 | 102 | 122 | 120 | 110 | 105
CCN(CC)Cc1nnc(CCC(=O)c2nc3ccc([N+](=O)[O-])cc3[nH]2)o1
  102 | 86 | 91 | 92 | 115 | 108 | . | 98
O=C(NCCCNc1nccc(-c2c(-c3cccc(F)c3)nc3sccn23)n1)c1c(F)cccc1F
  46 | . | 15 | 24 | 27 | 47 | 59 | 75
N#C/C(=C\c1ccc(-c2ccc(Cl)cc2Cl)o1)C(=O)c1c[nH]c2ccccc12
  93 | 98 | 87 | 96 | 104 | 96 | 83 | 80
COc1cnc2c(c1)C(=O)c1c-2n(CCCNC2=NCCS2)c(=O)c2cc(F)ccc12
  13 | -8.8* | 19 | -34* | -18* | 66 | 3.2* | 51
C/C(=N\N=C1/NC(=O)C(CC(=O)O)S1)c1nnn(-c2ccc(Cl)cc2)c1C (configuration not stated)
  120 | 100 | 93 | 102 | 118 | 114 | 98 | 101
COc1ccc2cc([C@H](C)C(=O)N/N=C/c3ccccc3F)ccc2c1
  61 | 54 | 49 | 51 | 46 | . | 75 | .
Cc1ccc2nc(-c3c(C)nn(-c4ccccc4)c3N3CCCCC3)[nH]c2c1
  108 | 73 | 87 | 76 | 103 | . | 91 | 79
C=CCN1C(=O)c2cccc3c(-c4ccc5c(c4)c(-c4nc6ccccc6s4)cn5CC=C)ccc(c23)C1=O
  102 | 102 | 97 | 115 | 104 | 100 | 88 | 95
CCCCC1(C2CCCC2)NC(=O)NC1=O (configuration not stated)
  . | . | 99 | 102 | 100 | 102 | 98 | 104
CCOc1ccc2nc(C)cc(Nc3ccc(S(=O)(=O)N=C(N)N)cc3)c2c1
  108 | . | 93 | 135 | 103 | 107 | 96 | 104
N#Cc1c(-c2ccccc2)n2c(nc1=O)SC(=O)C2
  100 | 91 | 104 | 101 | 103 | 112 | 96 | 108
O=C1C(=Cc2ccc(Cl)cc2)C(=O)c2ccccc21
  91 | 84 | 89 | 103 | 109 | 88 | 92 | 97
COc1ccc(C2CC(c3cc(OC)c(OC)c(OC)c3)=NN2c2ccc(S(N)(=O)=O)cc2)cc1 (configuration not stated)
  84 | 33 | 56 | 33 | 71 | 67 | 57 | 51
Cc1ccc(C)c2c1sc1nc3nc4sc5cc(Cl)c(Cl)cc5n4c(=N)c3c(=O)n12
  104 | 69 | 62 | 87 | 87 | 99 | 87 | 93
CCCCc1nc(Cl)c(C2CC(c3ccc(S(N)(=O)=O)cc3)=NN2C(C)=O)[nH]1 (configuration not stated)
  87 | 86 | 96 | 93 | 100 | 97 | 86 | 91
CC(C)CCn1c(=O)c2c(ncn2C)n(C)c1=O
  92 | 95 | 93 | 92 | 109 | 100 | 90 | 99
COc1ccc(-c2cc(C(=O)N3N=C(c4ccc(N)cc4)CC3c3ccc(OC)cc3)c3ccccc3n2)cc1 (configuration not stated)
  74 | 34 | 72 | 32 | 83 | 65 | 29 | 73
N#CC(C#N)=CNC(=S)Nc1ccc(S(=O)(=O)Nc2nccs2)cc1
  105 | 90 | 92 | 101 | 119 | 94 | 95 | 100
O=c1[nH][nH]c(=O)c2cc([N+](=O)[O-])ccc12
  106 | 95 | 96 | 99 | 109 | 100 | 100 | 106
CC(=O)C(Cc1ccc(C(C)C)cc1)C(C)C (configuration not stated)
  98 | 108 | . | 115 | 94 | 96 | 90 | 102
O=C(Nc1cccc(-c2cn(-c3ccc4oc(=O)ccc4c3)nn2)c1)Nc1cc(C(F)(F)F)cc(C(F)(F)F)c1
  3.6* | . | -0.4* | 9.1* | -23* | 28 | 17 | 35
CSCCC(NCCC(=O)O)C(=O)O (configuration not stated)
  97 | 86 | 108 | 118 | 97 | 114 | 98 | 107
CCCCOC(=O)c1cccnc1
  94&129 | 116&101 | 95&100 | 92&97 | 110&100 | 91&102 | 91&96 | 94&98
CCCCCCc1cc2cc(-c3nc4ccccc4[nH]3)c(=Nc3ccccc3C)oc2cc1O
  77 | -14* | 29 | 7.9* | -6.0* | 69 | 17 | 42
CCOC(=O)c1[nH]cc(-c2ccccc2)c1-c1ccccc1OC
  109 | 98 | 91 | 96 | 100 | 93 | 123 | 96
NC1(C(=O)O)CCc2ccccc21 (configuration not stated)
  96 | . | 100 | . | 110 | 98 | 97 | 113
CCN(CC)C(=S)SCCC(N)=O
  76 | 83 | . | 97 | 101 | 114 | 99 | .
CCN(CCC(=O)OC)Cc1ccnc2ccccc12
  105 | 29 | 85 | 38 | . | 107 | 32 | 99
Cc1ccc(S(=O)(=O)N2CCC(O)(c3ccccc3)CC2)cc1
  108 | 93 | 108 | 101 | 93 | 107 | 98 | 123
CCOC(=O)c1nn(C2CCCCO2)c2ccc(NC(=O)CN3C(=O)c4ccccc4C3=O)cc12 (configuration not stated)
  98 | 131 | 101 | 108 | 103 | 88 | 93 | 97
COc1ccc(-c2csc(NC(=O)CN3CCN(c4cc(=O)[nH]c5ccc(F)cc45)CC3)n2)cc1
  81 | 65 | 31 | 70 | 68 | 67 | 72 | 75
NC(=O)c1c(NC(=O)c2cccc(C(F)(F)F)c2)sc2cc(O)ccc12
  107 | 94 | 61 | 89 | 87 | 84 | 58 | 89
Ic1ccc(I)cc1
  93 | . | 99 | 102 | . | 101 | 102 | 107
Nc1nc(Nc2ccccc2SSc2ccccc2Nc2nc(N)nc(-c3cnccn3)n2)nc(-c2cnccn2)n1
  89 | 82 | 94 | 93 | 110 | 104 | 93 | 102
C=CCOc1cccc(/C=C2\SC(=Nc3ccc(O)cc3)NC2=O)c1
  -16* | 17 | 61 | 5.2* | -7.5* | 18 | 7.9* | -12*
O=C(CI)Nc1ccc(O)c(C(=O)O)c1
  92 | . | 91 | . | 97 | . | 79 | 117
CNC(=O)c1cc(Oc2ccc3nc(NC(=O)c4cc(F)cc(F)c4)sc3c2)ccn1
  73 | 84 | 76 | 89 | 92 | 77 | 88 | 90
CC/C=C/N1CCCC1
  119 | 155 | 103 | . | 91 | 110 | 95 | 103
Nc1ccc(C(=O)Nc2cncnc2Oc2cccc(C(F)(F)F)c2)cc1
  95 | 86 | 89 | 97 | 101 | 102 | 94 | 93
Nc1nsc(C(=O)c2ccc(O)cc2)n1
  102 | 99 | 94 | 107 | 105 | 98 | 99 | 90
CN1CC(=O)N(c2ccccc2)N=C1C(=O)Nc1ccccc1Cl
  99 | 96 | 97 | 92 | 100 | 116 | 93 | 108
CN(C)c1ccc(/C=C\c2cccc[n+]2C)cc1
  20 | . | 15 | 21 | 4.2* | 62 | 39 | 73
Cc1nc2sc3c(c2c(C)c1Br)NC(c1ccccc1F)NC3=O (configuration not stated)
  100 | 83 | 76 | 91 | 86 | 91 | 83 | 85
CCCN(CCC)c1nc(C)nc2nc(Cl)[nH]c12
  93 | 94 | 81 | 102 | 98 | 94 | 88 | 97
CC(=O)N1N=C(c2ccc(C(F)(F)F)c(F)c2)CC1c1[nH]c(C)c(C(=O)NCC(F)(F)F)c1C (configuration not stated)
  90 | 87 | 44 | 98 | 79 | 32 | 74 | 39
CC(C)CCC[C@@H](C)[C@H]1CC[C@H]2[C@@H]3CC[C@H]4CC(=O)[C@H](Br)C[C@]4(C)[C@H]3CC[C@]12C
  . | 101 | 100 | 100 | 95 | 99 | 90 | 103
NS(=O)(=O)c1ccc(Cl)c(Cl)c1
  93 | 95 | 84 | 106 | 95 | 92 | 96 | 98

# Screening results (PubChem BioAssay)
